Screening data deposited in PubChem by several laboratories.
H69AR inhibit – blocks growth of human H69AR lung tumor cells | H69AR lung tumor viability, ATP luminescence, 72 h; hits give low values | viability, % at 10 µM | actives 6% (n = 85,000) | AID 598;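 active means viability at or below 40%; inactive means viability above 40%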;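 further: multidrug resistant small cell line overexpressing MRP-1 efflux transporter; 100% = mean luminescence of untreated control wells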
HUVEC prolif 384 – human endothelial cell proliferation inhibition | AID 648 | actives 1.1% (n = 86,000) | HUVEC proliferation, CellTiter-Glo luminescence, 72 h; hits give low values | viability, % at 10 µM (by protocol);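 active means viability at or below 30%; inactive means viability above 30%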;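 further: 100% = median luminescence of DMSO-only cell control wells on each plate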
CYP2C19 inhib – inhibitors of human CYP2C19. P33261. CYP2C19 Supersomes, luciferin-H EGE luminescence, 30 min. inhibition, % at 5 µM. actives 21% (n = 96,000). AID 778;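 active means CYP2C19 inhibition above a set limit at 5 µM in the primary screen, cut at about 50% in these data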;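 further: plate controls were negative control wells for no effect and 2.5 mM tranylcypromine positive control for full effect; values of inactives mirror those of a sister screen read the other way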
Target sequence (P33261 whole entry, looked up): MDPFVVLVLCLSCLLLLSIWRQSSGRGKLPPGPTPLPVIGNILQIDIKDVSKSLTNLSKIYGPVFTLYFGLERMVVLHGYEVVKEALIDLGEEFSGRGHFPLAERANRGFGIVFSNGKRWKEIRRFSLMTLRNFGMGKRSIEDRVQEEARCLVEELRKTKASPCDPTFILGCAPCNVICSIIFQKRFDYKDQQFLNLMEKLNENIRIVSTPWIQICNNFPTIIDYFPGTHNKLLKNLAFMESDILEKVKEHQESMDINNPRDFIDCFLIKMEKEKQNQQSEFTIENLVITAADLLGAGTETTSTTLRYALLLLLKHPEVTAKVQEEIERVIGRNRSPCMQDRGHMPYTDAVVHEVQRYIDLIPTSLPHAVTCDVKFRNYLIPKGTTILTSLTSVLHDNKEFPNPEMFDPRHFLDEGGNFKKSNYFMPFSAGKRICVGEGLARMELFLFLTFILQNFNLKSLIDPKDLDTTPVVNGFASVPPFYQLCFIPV
CD11b adhes inh – blocks human CD11b/CD18 adhesion to fibrinogen | P05107+P11215 | AID 1497 | actives 0.54% (n = 93,000) | inhibition, % at 10 µM | K562 CD11b/CD18 adhesion to fibrinogen, ATPlite luminescence; Mn2+ added to activate the integrin;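 active means primary inhibition of 50% or more at 10 µM, then 40% or more on retest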; further: some results filed as inactive read as strong as hits
CD11b adhes enh – CD11b/CD18-fibrinogen binding enhancement; K562 CD11b/CD18 adhesion to fibrinogen, ATPlite luminescence; activation, % at 10 µM; actives 0.07% (n = 93,000); AID 1499;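 active means 10 µM primary screen giving 50% or more activity, confirmed by 40% or more on retest at that dose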; further: strong numbers were not always called active
ERa coact pot – enhances coactivator binding to human estrogen receptor alpha; P03372; coactivator binding (% of control), % at 25.6 µM; TR-FRET ERalpha-LBD/SRC-Cy5 coactivator binding, 2 h; 100 = basal binding, no effect; AID 639; actives 1.3% (n = 86,000); in the data active means activity above about 200%;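 further: binding measured in presence of low estradiol as agonist stimulus; 0% = peptide alone without receptor and 100% = receptor with peptide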
Target sequence (P03372 whole entry, looked up, the tested form may be a part): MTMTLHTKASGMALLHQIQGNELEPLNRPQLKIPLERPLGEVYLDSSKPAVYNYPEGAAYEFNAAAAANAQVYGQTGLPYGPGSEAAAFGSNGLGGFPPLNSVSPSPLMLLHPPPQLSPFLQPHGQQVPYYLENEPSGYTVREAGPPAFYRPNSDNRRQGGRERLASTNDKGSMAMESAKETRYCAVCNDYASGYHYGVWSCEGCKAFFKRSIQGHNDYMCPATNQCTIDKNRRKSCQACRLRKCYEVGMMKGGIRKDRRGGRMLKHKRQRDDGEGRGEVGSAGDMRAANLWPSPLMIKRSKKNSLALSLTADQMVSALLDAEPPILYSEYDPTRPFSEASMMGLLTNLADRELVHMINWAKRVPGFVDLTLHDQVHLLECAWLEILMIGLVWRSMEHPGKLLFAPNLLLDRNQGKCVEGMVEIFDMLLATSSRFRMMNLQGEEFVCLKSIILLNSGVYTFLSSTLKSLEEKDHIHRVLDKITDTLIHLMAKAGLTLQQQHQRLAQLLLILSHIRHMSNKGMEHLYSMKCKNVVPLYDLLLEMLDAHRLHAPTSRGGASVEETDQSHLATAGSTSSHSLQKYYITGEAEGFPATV
CYP2C19 act – activators of human cytochrome P450 2C19; P33261; recombinant CYP2C19, luciferin-H EGE luminescence; hits give high values; 0 = fully inhibited enzyme, 1 = untreated enzyme; activation factor at 5 µM; 96,000 tested, under 10 active; AID 1025;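 active means activation factor of at least 2 at 5 µM in the primary screen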;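 further: 0 = wells with 2.5 mM tranylcypromine and 1 = vehicle-only wells; values of inactives mirror those of a sister screen read the other way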
Fibroblast inh – blocks proliferation of human lung fibroblasts | LL 47 human lung fibroblast viability, ATP luminescence; hits give low values | viability, % at 10 µM | actives 1.1% (n = 85,000) | AID 719;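 active means viability at or below 50% in the single dose screen; inactive means viability above 50%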;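 further: compound exposure lasted 72 h before the ATP readout; 100% = median luminescence of untreated cell-only wells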
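Test system: LL 47 human lung fibroblasts / Incubation: 72 h compound exposure at 37 °C after overnight plating / Technique: luminescent ATP detection, CellTiter-Glo / Compound dosing: 0.1% DMSO in all compound wells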
ERa SRC1 inh – blocks coactivator binding to human estrogen receptor alpha; P03372; TR-FRET ER-alpha LBD / SRC-1 peptide, estradiol-bound; inhibition, % at 25.6 µM; actives 1.7% (n = 86,000); in the data active means inhibition above about 50%;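 further: 0% = receptor plus peptide control and 100% = peptide only without receptor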
An asterisk follows results filed as active; / = no result given; [ ] = remark or other dose.

mol,CD11b adhes enh,ERa SRC1 inh,Fibroblast inh,CYP2C19 inhib,CD11b adhes inh,H69AR inhibit,HUVEC prolif 384,ERa coact pot,CYP2C19 act
CCN(CC)c1nc(C)c(C(C)=O)cc1C#N,-4,-6,97,54*,1,96,93,120,0.5
O=C(NCc1ccco1)c1scc2c1OCCO2,-2,/,/,20,2,/,/,/,0.8
Cc1ccc(C(=O)CCC(=O)O)cc1,-4,/,/,-12,31,/,/,/,1.1
N#Cc1nc(COc2ccccc2)oc1N1CCN(c2cccc(Cl)c2)CC1,-4,-7,/,38,11,95,103,128,0.6
Cc1ccc(-c2c(=O)n(OCc3ccccn3)c3ccccc3[n+]2[O-])cc1,-2,/,/,8,-27,/,/,/,0.9
O=c1[nH]c(-c2ccccc2)c(-c2ccccc2)[nH]1,/,-1,86,1,/,99,90,102,1
O=C(Nc1scc(-c2ccccc2)c1C(=O)O)c1ccco1,6,1,102,12,-18,/,82,102,0.9
CCOC(=O)c1c(NC(=O)Cc2cccs2)sc(C(=O)N2CCCCC2)c1C,0,-4,80,65*,-19,56,82,48,0.3
O=c1oc(Nc2ccccc2F)nc2ccccc12,-4,/,/,25,0,/,/,/,0.8
COc1ccc(CCNc2nc(=O)[nH]nc2C)cc1OC,-3,0[fluorescence artefact?],/,4,-16,99,114,110,1
COc1ccc(C)cc1NC(=O)CC(O)(C(F)(F)F)C(F)(F)F,-1,1,97,62*,-17,74,87,108,0.4
CC1CCN(CC(=O)N2CC(=O)Nc3ccccc32)CC1,/,-1,94,/,/,97,100,112,/
CCCc1nc(SCc2ccc(Cl)cc2Cl)n[nH]1,-1,0,101,84*,-8,108,100,94,0.2
Cc1cc(N2CCCC2)ccc1/C=N/n1cnnc1,-2,11,97,99*,13,91,75,87[fluorescence artefact?],0
CC(C)n1c(Sc2nccn2C)nc2c1c(=O)n(C)c(=O)n2C,3,-5,98,7,0,95,111,112,0.9
CCc1[nH]nc2c1C1(CCOC1C)C(C#N)=C(N)O2 (stereo not drawn),-1,-4,98,24,-16,92,98,108,0.8
O=C(CCN1CCc2ccccc2C(c2ccccc2)C1)c1ccc2c(c1)OCCO2 (stereo not drawn),-4,-2,91,29,20,1.6*,86,75,0.7
C/C(=C1\SC(N2CCOCC2)=NC1=O)c1ccc(C)cc1,4,-3,102,32,14,86,100,90[fluorescence artefact?],0.7
CCS(=O)(=O)NC(C)C(c1cccs1)N1CCN(c2ccc(F)cc2)CC1 (stereo not drawn),0,10,99,36,1,87,108,87[fluorescence artefact?],0.6
O=c1c2ccsc2ncn1Cc1cccc(C(F)(F)F)c1,6,/,/,35,-1,/,/,/,0.6
COc1ccc(C(=O)O)cc1S(=O)(=O)Nc1cccc(C(F)(F)F)c1,-1,-10,102,1,-12,102,104,104,1
O=C(NC1CCCC1)c1ccc(CNc2c(N3CCOCC3)c(=O)c2=O)cc1,-1,/,/,-21,2,/,/,/,1.2
Cc1cc(-c2ccco2)c(C#N)c2nc3ccccc3n12,43,81*[fluorescence artefact?],93,4,1,53,97,86[fluorescence artefact?],1
O=C(O)c1cc(CN2CCOCC2)oc1-c1ccccc1,0,4,91,-19,7,98,90,113,1.2
COC(=O)c1cc2sc(Cl)cc2n1CC(=O)NCCC(C)C,4,-4,106,16,2,109,93,226*[fluorescence artefact?],0.8
CCC(C)NC(=O)NC(=O)N(C1CCCCC1)S(C)(=O)=O (stereo not drawn),/,3,97,3,/,99,107,99,1
CCOC(=O)C(N)CSC1CC(=O)N(c2ccc(C(=O)OC)cc2)C1=O (stereo not drawn),-2,/,/,-7,2,/,/,/,1.1
Cc1nn(Cc2ccc(Cl)cc2Cl)c(C)c1NC(=O)Cn1nc([N+](=O)[O-])c(Cl)c1C,-6,/,/,-11,19,/,/,/,1.1
CCCn1nc2cc(C(=O)NC3CCc4ccccc43)ccc2c1OCC (stereo not drawn),-5,/,/,26,0,/,/,/,0.7
O=C(Nc1nc(-c2ccc(Cl)s2)cs1)c1cccs1,-1,-1,90,54*,0,34*,69,101,0.5
O=C(O)CCSc1nnc(-c2ccncc2)n1-c1ccccc1,/,-8[fluorescence artefact?],94,/,/,92,85,102[fluorescence artefact?],/
COc1ccc(C2Nc3ccccc3C(=O)N2Cc2ccco2)cc1COc1ccc(NC(C)=O)cc1 (stereo not drawn),24,/,/,85*,-9,/,/,/,0.2
CCOC(=O)c1nnn(-c2nonc2N)c1CNc1ccccc1,-4,-2,/,7,1,103,109,107,0.9
COc1cccc(/C=C2\N=C(c3c(-c4ccccc4)noc3C)OC2=O)c1,-5,/,/,-1,0,/,/,/,1
O=C(COc1ccccc1Cl)NNC(=O)C1CCCO1 (stereo not drawn),-4,/,/,-15,-24,/,/,/,1.1
Cc1ccc(OCC(O)CNS(=O)(=O)c2ccccc2C(=O)O)cc1 (stereo not drawn),/,-1,95,/,/,98,97,100,/
Cc1cc(C)nc(Nc2n[nH]c(COc3ccc(Cl)cc3)n2)n1,1,7[fluorescence artefact?],104,-10,-1,83,93,115,1.1
O=C(CCS(=O)(=O)c1ccccc1)Nc1nc(-c2ccccn2)cs1,/,0,56,/,/,4.0*,70,108,/
Cc1cc(=O)n2[nH]c(-c3ccc(F)cc3)cc2n1,1,-10,98,15,-15,101,85,102,0.8
CC1(C)C(C#N)=C(N)OC2=C1C(=O)CCC2,0,-19,103,68*,-13,97,127,131[fluorescence artefact?],0.3
CCc1nnc(NC(=O)c2ccc(COc3ccc(C)cc3)o2)s1,4,3,95,14,-13,102,93,125[fluorescence artefact?],0.9
CCOc1ccc2[nH]c(=O)c(C(c3nnnn3Cc3ccco3)N3CCC(C)CC3)cc2c1 (stereo not drawn),5,12,97,62*,4,72,101,105,0.4
Cc1cccc(Cn2c(Sc3nc(C)cs3)nc3c2c(=O)[nH]c(=O)n3C)c1,-3,4,96,8,-6,88,97,119,0.9
Clc1ccc(Br)cc1-c1nc(-c2cccnc2)no1,/,38[fluorescence artefact?],98,/,/,91,96,207*[fluorescence artefact?],/
CCOc1cc(S(=O)(=O)NCCc2ccccc2C)c(OCC)cc1-n1cnnn1,-1,1[fluorescence artefact?],92,84*,8,71,90,96,0.2
COC(=O)C(C)N(C#N)c1nc(NC(C)C)nc(SC)n1 (stereo not drawn),-2,-2,99,44,-11,95,86,104,0.6
C/C(CC(=O)Nc1ccccn1)=N\NC(=O)Cc1cccc2ccccc12,2,/,/,28,-55,/,/,/,0.7
CCN(CC)C(=O)C1CCCN(c2ncnc3c2cnn3-c2cccc(C)c2)C1 (stereo not drawn),2,-1,97,14,15,47,105,101[fluorescence artefact?],0.9
c1ccc(-n2nnnc2SCc2cccc(CSc3nnnn3-c3ccccc3)n2)cc1,/,-23,95,/,/,80,92,102,/
CCOc1ccc(CCNC(=O)CN(C)S(=O)(=O)c2ccc3c(c2)CCC(=O)N3)cc1OCC,-4,-4,93,-6,16,89,98,102,1.1

Single records, as listed above.
Entry for `c1ccc(-n2nnnc2SCc2cccc(CSc3nnnn3-c3ccccc3)n2)cc1` = CD11b adhes enh = /; ERa SRC1 inh = -23; Fibroblast inh = 95; CYP2C19 inhib = /; CD11b adhes inh = /; H69AR inhibit = 80; HUVEC prolif 384 = 92; ERa coact pot = 102; CYP2C19 act = /
Entry for `CCOc1ccc2[nH]c(=O)c(C(c3nnnn3Cc3ccco3)N3CCC(C)CC3)cc2c1` (stereo not drawn) = CD11b adhes enh = 5; ERa SRC1 inh = 12; Fibroblast inh = 97; CYP2C19 inhib = 62*; CD11b adhes inh = 4; H69AR inhibit = 72; HUVEC prolif 384 = 101; ERa coact pot = 105; CYP2C19 act = 0.4

More results:
mol,CD11b adhes enh,ERa SRC1 inh,Fibroblast inh,CYP2C19 inhib,CD11b adhes inh,H69AR inhibit,HUVEC prolif 384,ERa coact pot,CYP2C19 act
Fc1ccc(CNc2nc3ccccc3n3cnnc23)cc1,-4,84*,102,35,2,75,96,306*[fluorescence artefact?],0.6
COC(=O)/C=c1/s/c(=C(/C#N)C(=O)N2CCOCC2)n(-c2ccccc2)c1=O,2,-2,100,15,5,67,102,106,0.8
COc1ccc(C2C(C#N)=C(N)N(c3sc4c(c3C#N)CCCC4)C3=C2C(=O)CC(C)(C)C3)cc1OC (stereo not drawn),0,/,/,62*,3,/,/,/,0.4
CCCCCCC1CC(CSC(=N)N)OC1=O (stereo not drawn),0,0,92,79*,-36,79,93,89,0.2
O=[N+]([O-])c1ccc(Sc2nc3ccccc3o2)c([N+](=O)[O-])c1,-3,14,0.9*,-1,-8,0.2*,2.6*,120,1
O=C(Oc1cccnc1)c1ccc(Cl)cc1,-2,14,99,-5,1,94,92,116,1.1
NC(=O)c1sc(=S)n(-c2ccc(Br)cc2)c1N,-1,0,96,34,-9,96,109,87[fluorescence artefact?],0.7
O=C(CN(Cc1ccc2c(c1)OCO2)C(=O)CNS(=O)(=O)c1ccccc1)NCC1CCCO1 (stereo not drawn),-2,2[fluorescence artefact?],95,21,-7,105,95,101,0.8
COc1cccc(-c2nnn(CC(C)=O)n2)c1,/,3,93,/,/,95,89,104,/
CS(=O)(=O)N(CC(=O)Nc1ccccc1C(=O)N1CCOCC1)c1ccccc1,/,-4,97,/,/,102,94,110[fluorescence artefact?],/
CCC1(C)OC(=O)N2CCc3c(C)[nH]c4c(C)ccc(c34)C21C (stereo not drawn),10,/,/,69*,-13,/,/,/,0.3
COc1ccc(NS(=O)(=O)c2cccc(-c3nnc(-c4ccccc4)o3)c2)cc1,/,-8,103,/,/,85,92,107,/
CCOC(=O)N1CCC(N2CC34C=CC(O3)C(C(=O)Nc3ccc(C(C)C)cc3)C4C2=O)CC1 (stereo not drawn),-1,-4,99,16,-5,88,97,119,0.8
Nc1nc(SCC(=O)N2CCc3ccccc3C2)[nH]c(=O)c1-c1ccccc1,6,-5,99,22,-20,81,86,102,0.8
CCOC(=O)N1CCN(C(=O)CCCn2c(=S)[nH]c3ccccc3c2=O)CC1,3,-7,94,52*,9,76,101,107,0.5
Cc1cc(S(=O)(=O)NCc2ccco2)c(C)s1,/,-11,92,21,/,88,102,101,0.8
Cc1ccc(C(=O)/C=C2/NC(=O)CS2)cc1,/,-9,102,/,/,86,98,101,/
CCN(CC)S(=O)(=O)c1ccc(NC(=O)c2ccc(NS(C)(=O)=O)cc2)cc1,1,-4,94,-2,-7,74,101,93[fluorescence artefact?],1
COc1ccc2c(CC(=O)Nc3nnc(C4CC4)s3)coc2c1,2,4,97,13,-1,91,113,103,0.9
Cc1c(NC(=O)CSc2cccc3cccnc23)c(=O)n(-c2ccccc2)n1C,-2,-14,80,-14,-1,0.7*,73,93[fluorescence artefact?],1.1
Oc1csc(Cc2nc(-c3ccc4ccccc4c3)cs2)n1,15,/,/,6,-1,/,/,/,0.9
C=CCNC(=S)/N=c1\sccn1C,-7,6,97,12,12,95,92,101,0.9
CC(C)(C)NC(=O)c1cc(F)c(F)cc1Cl,-6,4,101,-4,9,103,96,94,1
CCOC(=O)C1CCN(CC(=O)Nc2c(C(=O)OC)[nH]c3ccccc23)CC1,-6,8[fluorescence artefact?],102,73*,-6,1.9*,103,116,0.3
CCN1C(=O)/C(=C\N2CCCCCC2)SC1=S,-1,2,91,56*,-4,69,91,108,0.4
COc1ccc(N(CC(=O)O)S(=O)(=O)c2ccc(OC)c(OC)c2)cc1,-2,-1,98,22,-7,101,93,127,0.8
CN(C)c1ccc(NC2=C([N+](=O)[O-])CS(=O)(=O)C2)cc1,-5,2,99,8,15,81,93,97[fluorescence artefact?],0.9
